Screening data deposited in PubChem by National Center for Advancing Translational Sciences (NCATS).
LDHA inh: blocks human lactate dehydrogenase A. P00338. purified LDHA, NADH/diaphorase-resazurin fluorescence; stronger effect = lower value. activity change, % (values are at about 110 or 230 µM). 0.15% of 480,000 active; in the data active means activity change below about -30%; inconclusive means mostly about -25% to -30%;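 further: plate controls were DMSO wells for no effect and wells without enzyme for full effect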
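Human LDH5 at 2 nM final in Tris HCl pH 7.4 with 0.06 mM NADH and 0.2 mM pyruvate, reacted 5 minutes at room temperature. Remaining NADH coupled via diaphorase/resazurin; resorufin fluorescence read at 0 and 20 minutes, normalized to enzyme-free and DMSO wells.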
* marks the source's active call; other numbers are inactive results; ? = inconclusive. Some of the compounds tested, so the mix of outcomes need not match the whole.

molecule	LDHA inh
Cc1ccc2c(CN3CCC4(CC3)OCCO4)cc(=O)oc2c1	14
COCc1nn2c(c1-c1ccccc1)NC(=O)CC2C(=O)Nc1ccc(F)c(F)c1 (configuration not stated)	-7
Cc1ccc(C)n1-c1nnc(N2CCCC(C(=O)Nc3ccccc3F)C2)s1 (configuration not stated)	-1
Cc1ccc(C2CCCN2C(=O)c2cc(C)on2)cc1 (configuration not stated)	7
CCNc1nc(SC(C)C(=O)NC2CC2)nc2ccccc12 (configuration not stated)	-14
COc1ccc(OC)c(C2CC(=O)Nc3c2c(=O)nc(SC)n3C)c1 (configuration not stated)	5
N#Cc1cccc(C(=O)NCCc2cccnc2)c1	0
CCc1ccc(C(=O)N(Cc2ccncc2)C2CC2)o1	0
Cc1ccc(NC(=O)c2cc(=O)c3ccccc3o2)cc1C	-3
CCC(C)(C)NC(=O)c1cn(-c2ccccc2)nn1	-1
O=C(NCCc1ccco1)C1CCN(c2ncc(C(F)(F)F)cc2Cl)CC1	0
CC(C)Cc1nc(C#N)c(NCc2ccc(F)cc2)o1	0
Cc1cc(C)nc(Nc2nc(-c3ccccc3)c3ccccc3n2)n1	5
Cc1ccc(C)c2c(=O)cc(CSc3nnc(-c4ccccc4)n3C)[nH]c12	-24
Cn1c(=O)c2c(-c3ccccc3)n3c(c2n(C)c1=O)C(c1cccc(Cl)c1)OCC3(C)C (configuration not stated)	2
Cc1ccc(C(CNC(=O)c2cc(=O)c3cc(Br)ccc3o2)N(C)C)o1 (configuration not stated)	3
Cc1cc([N+](=O)[O-])ccc1N=Cc1ccc(C#Cc2ccccc2)cc1	-2
CC(=O)N1CCN(c2nc(-c3ccccc3)c3ccccc3n2)CC1	4
CN(C)C(=O)CN1CCCN(Cc2ncc(-c3ccccc3)o2)CC1	-5
O=C(O)c1cccc(S(=O)(=O)NCC(F)(F)F)c1	0
O=C(Cn1ccc2cc(Cl)ccc21)Nc1ccc2[nH]ccc2c1	18
O=C(OCC(=O)C12CC3CC(CC(C3)C1)C2)c1c(Cl)cccc1Cl	1
Clc1cccc(CNCCCn2ccnc2)c1	9
CCCCOC(=O)Nc1ccccc1N=C1CCC/C1=C\c1ccccc1	28
CCCCCCCCCCCCCCCCN1CCCC1	1

Additional structures
molecule	LDHA inh
COc1ccc(NC(=O)c2ncoc2-c2cccc(C)c2)c(OC)c1	-12
C=CCN(Cc1ccccc1)C(=O)Nc1ccc(C(=O)NCC)cc1	8
Cc1ccc(NC(=O)C2CCN(c3nc(C)nc4oc(C)c(C)c34)CC2)c(Cl)c1	5
CCCCN(CC)CCNC(=O)Cn1c(C)c(C(=O)OCC)c(C)c1-c1ccccc1	0
CCCc1cc(=O)[nH]c(SCc2nc(-c3ccc(OC)cc3OC)no2)n1	5
N#Cc1ccc(C(=O)NCCCC2CCCC2)cc1	6
CC1(C)CC(Nc2nc3ccccc3nc2NS(=O)(=O)c2ccc3c(c2)OCCO3)CC(C)(C)N1	4
CC(C)(C)c1csc(NC(=O)C2CC(=O)N(Cc3ccco3)C2)n1 (configuration not stated)	1
CC(NC(=O)CNC(N)=O)c1cccc(C(F)(F)F)c1 (configuration not stated)	0
O=C(NCCc1cccc2ccccc12)c1ccc2ccccc2n1	-1
Cc1cccc(C(=O)Nc2ccc(Cl)cc2C(F)(F)F)c1C	3
Cc1ccc2[nH]cc(CCNC(=O)/C=C/c3ccccc3)c2c1	4
O=C(NCc1ccc(F)cc1)c1nc(Cc2c[nH]c3ccccc23)no1	-9
O=C(O)c1ccccc1Br	-2
CCc1cccc(-n2c(SCC(=O)NC(C)c3cc4ccccc4o3)nnc2N2CCOCC2)c1 (configuration not stated)	4
CC1(C)CC(NC(=O)CCc2ccco2)CC(C)(C)N1	-17
FC(F)(F)c1ccc(SCc2csc(-c3ncccn3)n2)nc1	11
COC(=O)c1c(NC(=O)c2c(-c3ccccc3)noc2C)sc2c1CCCCC2	17
Cn1nc(C(=O)OCc2nc(-c3ccc4c(c3)OCO4)no2)c2ccccc21	6
COc1ccc(-c2c(C)noc2-c2ccc(O)cc2O)cc1OC	7
NS(=O)(=O)c1ccc(N/N=C/c2cccc(Cl)c2)c([N+](=O)[O-])c1	?
Cc1nc2ccc(C(=O)OCC(=O)NCC(C)C)cc2nc1C	0
Cc1cccc(C(=O)NCCC(=O)NC2CCCC2)c1	2
CC(=O)Nc1ccc(S(=O)(=O)Nc2cc3c(cc2SC2CCCCC2)n(C)c(=O)n3C)cc1	7
CCNC(=O)CN1CCN(Cc2ccc(F)c3cccnc23)CC1	8

The results go on.
molecule	LDHA inh
CC(C)/C=N/Nc1ccc(S(N)(=O)=O)cc1[N+](=O)[O-]	1
C#CCNC(=O)c1ccccc1NCC(=O)Nc1ccccc1OC(F)F	6
CC1(C)CC(=O)C2=C(C1)OC(N)=C(C#N)C2c1cccc(Cl)c1 (configuration not stated)	-20
Cc1cc(Cl)ccc1OCc1n[nH]c(=S)n1C	-4
CN(C)C(=O)CC(NC(=O)NCc1ccccc1)c1ccccc1 (configuration not stated)	1
O=S(=O)(/N=C/c1cccs1)c1ccc(Cl)cc1	0
COc1c(C2CC(=O)Nc3c2ncn3-c2cccc(C(F)(F)F)c2)cc2c(c1OC)OCO2 (configuration not stated)	28
COc1ccc(OCC(=O)NCC(c2ccc(C)cc2)N2CCCC2)cc1 (configuration not stated)	0
O=C1CCCC2=C1C(c1cccc(Br)c1)n1nc(-c3ccccc3)nc1N2 (configuration not stated)	-11
C=CCNC(=S)Nc1cccc(C(F)(F)F)c1	-7
CC12CC3(C)CC(CC(=O)O)(C1)CC(CC(=O)O)(C2)C3	0
COc1cc(-c2nc3cc(NC(=O)c4ccc(Cl)cc4)ccc3o2)cc(OC)c1OC	-7
COc1ccccc1SC(C)C(=O)NC(C)(C)C (configuration not stated)	-2
O=C(NCC(F)(F)F)C1CCCN(Cc2cccc(F)c2)C1 (configuration not stated)	3
O=C(Nc1ccccc1C(F)(F)F)c1cc(=S)[nH]c2ccccc12	-15
CN1CCC(N(C)CCN(C)C(=O)Nc2ccc(C(F)(F)F)cc2)CC1	-8
CCN(CC)C(=O)c1sc(NC(=O)C2CCCCC2)c(C(=O)OC)c1C	5
O=C(c1ccc(F)c(C(F)(F)F)c1)N1CC2CCC1C2 (configuration not stated)	1
Cc1cccc(OCCNC(=O)c2ccc3c(c2)NC(=O)CS3)c1	2
Cc1ccccc1-c1nc(-c2ccc(Br)cc2)no1	-3
CNC(=O)NC(=O)C(C)Sc1cccc2cccnc12 (configuration not stated)	0
Cc1sc(-c2nc(-c3ccc(F)cc3)no2)cc1S(=O)(=O)Nc1ccc(F)cc1	2
c1ccc(CNCC(c2ccccc2)N2CCCC2)cc1 (configuration not stated)	1
CC(C)=CC(=O)NC(C)c1cc(C)sc1C (configuration not stated)	1
CCCn1c(C)cc(C(=O)CSc2nnc(C(C)Oc3ccccc3F)o2)c1C (configuration not stated)	1

Remaining list, next part:
Molecule | LDHA inh
Cc1ccc2c(CC(=O)Nc3c(C)cccc3C)coc2c1 | 2
Cc1ccc(C(=O)COC(=O)c2cc3ccccc3[nH]2)c(C)c1 | -1
CCOc1ccccc1Oc1coc2cc(OS(C)(=O)=O)ccc2c1=O | -6
COc1ccc(N2C(=O)CCS2(=O)=O)cc1S(=O)(=O)N1CCN(c2ccccc2)CC1 | 10
O=c1cc(-c2ccccc2Cl)oc2ccc(Br)cc12 | 5
O=C(NCc1n[nH]c(=O)c2ccccc12)c1ccc(Cl)cc1Cl | -4
C=CCNC(=O)c1ccccc1N | 7
c1ccc(-c2nnc(CSc3nnc(C4COc5ccccc5O4)o3)o2)cc1 (configuration not stated) | -12
CC(C)N(C(=O)COc1ccc2ccc(=O)oc2c1)c1ccccc1 | 9
Cn1c(=O)c2c(nc(CN3CCN(CCO)CC3)n2CCCO)n(C)c1=O | -8
O=C(O)c1ccc(F)c(Cl)c1 | -8
O=c1ccsc2ccc3ccccc3c12 | 11
CC(/C=N/Nc1ccc([N+](=O)[O-])cc1[N+](=O)[O-])=C\c1ccco1 | 11
CCCCCOC(=O)c1c(C)oc2ccc(NS(=O)(=O)c3cccs3)cc12 | 13
Cc1cccc(NC(=O)CSc2nc(C)c(C)o2)c1C | -1

An excerpt from the list above:
Molecule | LDHA inh
Cc1ccccc1-c1nc(-c2ccc(Br)cc2)no1 | -3
CNC(=O)NC(=O)C(C)Sc1cccc2cccnc12 (configuration not stated) | 0
Cc1sc(-c2nc(-c3ccc(F)cc3)no2)cc1S(=O)(=O)Nc1ccc(F)cc1 | 2
c1ccc(CNCC(c2ccccc2)N2CCCC2)cc1 (configuration not stated) | 1
CC(C)=CC(=O)NC(C)c1cc(C)sc1C (configuration not stated) | 1
CCCn1c(C)cc(C(=O)CSc2nnc(C(C)Oc3ccccc3F)o2)c1C (configuration not stated) | 1
Cc1ccc2c(CC(=O)Nc3c(C)cccc3C)coc2c1 | 2
Cc1ccc(C(=O)COC(=O)c2cc3ccccc3[nH]2)c(C)c1 | -1
CCOc1ccccc1Oc1coc2cc(OS(C)(=O)=O)ccc2c1=O | -6
COc1ccc(N2C(=O)CCS2(=O)=O)cc1S(=O)(=O)N1CCN(c2ccccc2)CC1 | 10
O=c1cc(-c2ccccc2Cl)oc2ccc(Br)cc12 | 5
O=C(NCc1n[nH]c(=O)c2ccccc12)c1ccc(Cl)cc1Cl | -4
C=CCNC(=O)c1ccccc1N | 7
c1ccc(-c2nnc(CSc3nnc(C4COc5ccccc5O4)o3)o2)cc1 (configuration not stated) | -12
CC(C)N(C(=O)COc1ccc2ccc(=O)oc2c1)c1ccccc1 | 9
Cn1c(=O)c2c(nc(CN3CCN(CCO)CC3)n2CCCO)n(C)c1=O | -8
O=C(O)c1ccc(F)c(Cl)c1 | -8
O=c1ccsc2ccc3ccccc3c12 | 11

Carrying on:
Molecule | LDHA inh
Cc1cc(SCC(=O)Nc2ccc(F)c(F)c2)nc2ccccc12 | 8
CCOc1ccc(NC(=O)COc2ccc(CC)cc2)c2cccnc12 | 17
Cc1ccc(CN(C)Cc2ccccc2)o1 | 5
CC(C)N(C(=O)COC(=O)c1cc2ccccc2[nH]1)C(C)C | -6
CC(Sc1nc(CN2CCOCC2)nc2ccccc12)c1ccccc1Cl (configuration not stated) | -1
CCC(C(=O)Nc1ccc(C(C)C)cc1)n1cnc2ccccc2c1=O (configuration not stated) | 12
CC1(C)CS(=O)(=O)N(c2ccc(C(=O)Nc3ccc4c(c3)OCO4)cc2)C1=O | 5
C/C(=N\NC(=O)c1ccncc1)C1CC1 | -1
Cc1ccc(NC(=O)C(C#N)C(=O)CCC(C)C)c(C)c1 (configuration not stated) | 0
CCCOc1nc2ccccc2nc1N1CCC(C(=O)NCc2ccc(Cl)cc2)CC1 | 1
Cc1[nH]c2ccccc2c1SCCNC(=O)c1ccc2ccccc2c1 | -1
CCCCc1ccc(-n2nnnc2SCC(=O)Nc2ccc3c(c2)OCCO3)cc1 | -1
CCOC(=O)c1cnc2ccc(OC)cc2c1Nc1ccccc1CC | 3
O=C(/C=C/c1ccc(Cl)cc1)c1ccccc1O | 3
CCCCCCn1nc(C(=O)NCc2ccc(C(=O)OC)cc2)c2ccccc2c1=O | 2

(listing goes on)
Molecule | LDHA inh
CN(C)C(CNC(=O)CCc1ncc(-c2ccc(F)cc2F)o1)c1ccco1 (configuration not stated) | -6
O=C(Nc1ccc2oc(-c3ccccc3F)cc(=O)c2c1)c1ccccc1Br | 12
O=C(NCCCO)c1nc(-c2cccc3[nH]ccc23)no1 | -2
COc1cccc(C2C(C#N)=C(N)Oc3cc(C)n(CCCN4CCOCC4)c(=O)c32)c1 (configuration not stated) | 7
Cc1ccc(-c2csc(/C=C/c3ccc(C#N)cc3)n2)cc1 | 7
COc1ccc(-c2c(C)c3ccc(O)c(C)c3oc2=O)cc1 | 6
O=C(N/N=C/c1ccc(Br)s1)C(c1ccccc1)c1ccccc1 | 7
O=C(NC1CCCCCCC1)c1nn(Cc2ccccc2)c(=O)c2ccccc12 | -1
COc1ccc(NC(=O)c2ccc3c(c2)OCC(=O)N3)cc1 | -2
Cc1ccc(NC(=O)CN(C)C(=O)CCc2ncc(-c3ccccc3)o2)cc1 | 1
CCC(C)(C(=O)NC1CCCCC1)N(C(=O)CNC(=O)c1ccccc1)c1ccc(C)cc1 (configuration not stated) | -5
CN(Cc1ccccc1)C(=O)CCCc1c[nH]c2ccccc12 | 3
COc1cc(C#N)ccc1OCc1cccc(C#N)c1 | -9
CCNC(=O)NC(=O)C(C)Sc1nnc(N2CCCCC2)n1-c1ccc(C)cc1 (configuration not stated) | 0
O=C1CCc2cc(S(=O)(=O)NCc3ccccc3)cc3c2N1CCC3 | -7

Some of these compounds in order of SMILES length, low to high:
Molecule | LDHA inh
Cc1ccc(-c2csc(/C=C/c3ccc(C#N)cc3)n2)cc1 | 7
O=C(N/N=C/c1ccc(Br)s1)C(c1ccccc1)c1ccccc1 | 7
CCC(C)(C(=O)NC1CCCCC1)N(C(=O)CNC(=O)c1ccccc1)c1ccc(C)cc1 (configuration not stated) | -5

Later entries.
Molecule | LDHA inh
CCC(C)c1ccc(NC(=O)COC(=O)CCC2CCCC2)cc1 (configuration not stated) | 7
CCCC(NC(=O)c1sccc1C)c1ccccc1 (configuration not stated) | -5
CC(C)CN1CCN(CCc2ccccc2)CC1 | 2
O=C1Nc2cc(C(=O)N3CCN(c4ccccc4)CC3)ccc2N2CCCCC12 (configuration not stated) | -2
O=C(Cc1cccs1)Nc1c(NCc2ccccc2)c2ccccc2oc1=O | -7
Cc1ccc(SCc2cc(=O)[nH]c(N3CCN(c4cccc(C(F)(F)F)c4)CC3)n2)cc1 | 1
COc1cc(C(=O)Nc2nnc(C(C)C)s2)cc(Cl)c1OCC(C)C | 7
CCc1nc2ccccc2c(C(=O)OCc2ccccc2)c1C | 7
CCCCCCn1c(N2CCOCC2)nc2c1c(=O)[nH]c(=O)n2C | 5
Cc1csc2nc(-c3ccc(NS(=O)(=O)c4cccs4)cc3)cn12 | -1
Cc1cc2c(cn1)C(=O)c1ccccc1-2 | 9
